GRK2 aptamer HTS: human GRK2 inhibition via aptamer displacement; AID 488847; inhibition of aptamer binding, % at 10 µM; P25098; actives 0.59% (n = 330,000); bead flow cytometry, FAM-aptamer displacement from GRK2;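 active = inhibition of aptamer binding above 40%, roughly 3 SD of noise, on plates passing a quality check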;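 also: median bead fluorescence of bound FAM aptamer so fluorescent compounds give negative values; no value below 0 was filed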
VLA-4 inh: inhibition in a human VLA-4 binding assay. VLA-4 expressing cells, ligand binding flow cytometry. actives 0.2% (n = 330,000). inhibition, % (about 7 µM as worked out from the volumes in the protocol). P13612. AID 2557; in the data active = inhibition above about 50%
HCV core dimer: HCV core protein dimerization inhibition | TR-FRET GST/Flag-core106 dimerization, 1536-well | inhibition, % at 5 µM | actives 0.33% (n = 300,000);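 active = inhibition above the mean of all tested compounds plus 3 SD, set per screening campaign, cut at about 45% in these data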
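Test system: GST/Flag-tagged HCV core106 proteins; Medium: KF-containing HEPES buffer, pH 7.45, DTT, CHAPS, BSA; Times: compound-protein-antibody incubation 4 h at 22.5 °C; Detection: TR-FRET 671 and 617 nm emission; Benchmarks: wells lacking GST-core106 and wells with excess unlabelled core106.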
GASC-1 inh: blocks human GASC-1 demethylase activity; inhibition, % at 2.35 µM; actives 0.069% (n = 330,000); GST-JMJD2C(1-420) H3K9me3 demethylation, DELFIA europium;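 active = more than half of a compound's replicate wells show inhibition beyond 50%, single wells judged on their own value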;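 also: signal counts dimethyl H3K9 product captured on neutravidin plate; 0% = median of DMSO wells and 100% = 0.3 times that DMSO median; strong numbers were not always called active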
Target sequence (Q9H3R0 1-420 limits assumed): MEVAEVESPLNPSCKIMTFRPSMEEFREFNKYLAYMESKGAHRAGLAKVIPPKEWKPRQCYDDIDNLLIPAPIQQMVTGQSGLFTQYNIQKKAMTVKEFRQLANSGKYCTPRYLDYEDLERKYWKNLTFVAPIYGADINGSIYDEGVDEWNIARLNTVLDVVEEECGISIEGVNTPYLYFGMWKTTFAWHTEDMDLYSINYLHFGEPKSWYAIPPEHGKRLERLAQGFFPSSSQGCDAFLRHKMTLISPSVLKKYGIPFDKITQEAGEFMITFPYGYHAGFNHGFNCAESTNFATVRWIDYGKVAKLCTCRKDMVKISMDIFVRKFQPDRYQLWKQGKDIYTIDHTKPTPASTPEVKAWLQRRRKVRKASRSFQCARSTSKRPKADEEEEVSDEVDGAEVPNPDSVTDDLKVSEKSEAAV
PP5 primary: inhibitors of human protein phosphatase 5 (PP5); P53041; purified PP5c, OMFP substrate fluorescence; inhibition, % at 6.7 µM; actives 0.18% (n = 320,000); AID 1987;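 active = inhibition above the campaign's mean inhibition across all tested compounds plus 3 SD, cut at about 9.5% in these data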;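 also: 0% = DMSO only and 100% = 100 µM cantharidin control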
procasp3 activ: procaspase-3 (human) activation; actives 0.11% (n = 330,000); recombinant procaspase-3 D3A, Ac-DEVD-pNA absorbance 405 nm; activation, % at 8.5 µM; P42574;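 active = activation above the mean of all tested compounds plus 3 SD, cut at about 21% in these data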;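 also: 0% = DMSO alone and 100% = DMSO wells spiked with extra 5 µM PC-3 D3A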
Target sequence (P42574 whole entry D9A/D28A/D175A): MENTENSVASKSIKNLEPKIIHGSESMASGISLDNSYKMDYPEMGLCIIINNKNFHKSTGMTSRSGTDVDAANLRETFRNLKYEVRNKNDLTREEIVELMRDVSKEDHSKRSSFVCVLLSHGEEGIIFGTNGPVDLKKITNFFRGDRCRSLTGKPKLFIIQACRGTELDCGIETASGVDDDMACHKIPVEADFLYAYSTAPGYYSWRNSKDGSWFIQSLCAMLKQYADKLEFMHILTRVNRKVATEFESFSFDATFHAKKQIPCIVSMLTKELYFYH
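Assay system – Procaspase-3 D3A mutant, all three cleavage aspartates alanine · Controls – DMSO-only low control, 5 µM PC-3 D3A high control · Schedule – 1 h compound preincubation, 2 h substrate hydrolysis at 25 °C · Signal – 405 nm absorbance of p-nitroaniline, reads at 0 and 120 min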
procasp7 counter: counter-screen for procaspase-3 activators: activators of human procaspase-7. P55210. recombinant procaspase-7, Ac-DEVD-pNA absorbance 405 nm; D23A/D198A/D206A triple mutant, cannot self-cleave; scale: DMSO 0, 5 µM enzyme 100. activation, % at 8.5 µM. actives 0.093% (n = 330,000);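 active = percent activation above the screen-wide mean plus 3 SD, cut at about 25% in these data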
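Material: Procaspase-7 triple mutant (PC-7 D3A) | Quantity: 2 µM procaspase-7 mutant as dispensed | Reagent: DEVD-pNA substrate | Times: 1 h preincubation, 2 h reaction | Technique: 405 nm absorbance of p-nitroaniline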
PP1 counter: blocks human PP1-alpha phosphatase, a PP5 counter-screen | AID 2235 | actives 0.9% (n = 320,000) | P62136 | purified PP1alpha, OMFP fluorescence | inhibition, % at 6.7 µM;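 active = inhibition above the mean inhibition of all tested compounds plus 3 SD, computed separately for each screening campaign, cut at about 15% in these data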
Target sequence (P62136 whole entry, looked up): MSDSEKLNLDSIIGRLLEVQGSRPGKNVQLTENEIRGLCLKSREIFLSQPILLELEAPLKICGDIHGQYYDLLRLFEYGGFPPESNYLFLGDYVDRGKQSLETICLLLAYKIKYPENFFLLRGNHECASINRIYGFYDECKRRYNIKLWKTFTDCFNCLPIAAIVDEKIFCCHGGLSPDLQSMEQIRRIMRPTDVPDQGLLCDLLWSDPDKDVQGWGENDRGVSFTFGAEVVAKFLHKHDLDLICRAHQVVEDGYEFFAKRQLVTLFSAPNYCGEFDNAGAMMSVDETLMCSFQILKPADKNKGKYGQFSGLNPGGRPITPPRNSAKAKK
Fh CTSL1 inh: counter-screen for PFM18AAP inhibitors: inhibitors of F. hepatica cathepsin L1; recombinant F. hepatica cathepsin L1, Z-Leu-Arg-MCA fluorescence; inhibition, % at 5.96 µM; actives 0.49% (n = 300,000);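 active = inhibition above the mean of all tested compounds plus 3 SD, set per screening campaign, cut at about 17% in these data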;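 also: 0% = plate median of test compound wells and 100% = 1 µM Z-Phe-Ala-diazomethylketone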
* hit, by the source's call; / = no result given. This is a random part of the collection, and some 2.6% of all compounds hit somewhere here.

SMILES	GRK2 aptamer HTS	VLA-4 inh	HCV core dimer	GASC-1 inh	PP5 primary	procasp3 activ	procasp7 counter	PP1 counter	Fh CTSL1 inh
Cn1nccc1C(=O)Nc1ccn(C23CC4CC(CC(C4)C2)C3)n1	1	0	-14	3	2.7	6	4	2	2
CCCc1nc2ccccc2c(=O)n1CC(=O)c1ccc(OC)cc1	0	-4	-7	-26	1.6	3	0	-3	3
COC(=O)CCN(C1CCCCC1)S(=O)(=O)c1ccc(S(=O)(=O)NC2CCCCC2)cc1	0	-2	3	9	4.3	-8	3	7	6
OC1(c2ccc(Br)cc2)CCN(Cc2cccc(Br)c2)CC1	0	-3	7	-38	0.2	5	1	0	1
Cc1cccc(N/N=C(\C#N)S(=O)(=O)C(C)(C)C)c1	0	-2	-5	-1	0.3	8	14	-3	2
COc1ccc(CCNC(=O)c2cccc3c2C(=O)N(C2CCCCC2)C3)cc1OC	6	-6	13	-7	2.3	7	7	1	0
CC(C)CN1C(=O)C(=O)N(CC(=O)c2ccc3c(c2)OCO3)C1=O	1	13	-2	0	0.4	5	14	-4	1
Cc1cc(C(=O)NC(=S)Nc2ccccc2N2CCOCC2)ccc1[N+](=O)[O-]	0	3	2	-3	1.6	-1	0	0	-2
Cc1ccc2cc3c(NC(=O)c4cccnc4)nn(C)c3nc2c1	4	-9	-17	-1	3.5	-14	-7	1	4
CC1CCN(C(=O)c2cc(-c3ccc(Cl)c(Cl)c3)on2)CC1	2	7	3	-6	1.5	2	4	-1	1
COc1ccc(S(=O)(=O)N2CCc3ccccc32)cc1C(=O)NC1(C)CCS(=O)(=O)C1 (stereo not given)	0	28	/	4	-0.6	3	11	0	/
COc1ccc(-c2cc(C(N)=O)nc(N3CCCCCC3)n2)cc1	0	8	9	-4	2.2	-4	-4	0	-1
C=CCNC(=O)CSc1nnc(-c2ccccc2Br)n1-c1cccc(C(F)(F)F)c1	0	15	-6	-4	1.8	-7	7	-2	0
O=C(NCCc1c[nH]c2ccccc12)c1cccc(S(=O)(=O)Nc2ccccc2Cl)c1	0	15	6	6	0.7	7	9	4	-2
CC1=C(C(=O)Nc2cccnc2)C(c2ccccn2)n2nnnc2N1 (stereo not given)	0	-2	0	-1	0.0	1	-15	-2	-1

Overlap with the part before: two compounds; new compounds follow.
SMILES	GRK2 aptamer HTS	VLA-4 inh	HCV core dimer	GASC-1 inh	PP5 primary	procasp3 activ	procasp7 counter	PP1 counter	Fh CTSL1 inh
O=C(NCCc1c[nH]c2ccccc12)c1cccc(S(=O)(=O)Nc2ccccc2Cl)c1	0	15	6	6	0.7	7	9	4	-2
CC1=C(C(=O)Nc2cccnc2)C(c2ccccn2)n2nnnc2N1 (stereo not given)	0	-2	0	-1	0.0	1	-15	-2	-1
CCc1ccc(Nc2cc(C)nc3nc(C)nn23)cc1	0	12	-4	-2	1.4	5	10	-4	0
O=C(C1CCC1)N1CCC(c2nc3c(nnn3Cc3c(F)cccc3Cl)c(=O)[nH]2)CC1	0	-1	2	/	0.4	2	2	1	0
COc1ccc(CCNC(=O)CC(NS(=O)(=O)c2ccc(NC(C)=O)cc2)C(C)C)cc1OC (stereo not given)	0	-1	2	-15	-1.6	-13	1	-7	10
Cc1ccc2[nH]c3c(N4CCOCC4)ncnc3c2c1	0	1	-3	1	3.3	-2	-7	-3	0
CCC(=O)N1CCc2cc(S(=O)(=O)NCCC(=O)NCc3ccccc3Cl)ccc21	0	-6	-1	-2	-1.5	2	-2	-1	-4
Cc1ccc(Nc2nnc(SC(C)C(=O)Nc3c(C)n(C)n(-c4ccccc4)c3=O)s2)cc1 (stereo not given)	6	2	-2	-6	2.4	8	3	-3	1
Cc1ccc(CNC(=O)[C@@H]2CCC(=O)N2Cc2ccco2)cc1	0	1	0	-3	-3.5	6	-4	-6	1
O=C(CCc1nc2ccccc2[nH]c1=O)OCC(=O)N1CCc2ccccc21	0	20	23	6	0.1	3	13	3	-3
FC(F)(F)c1cc(-c2ccccc2)nc(-n2cncn2)n1	2	-2	1	-2	-2.9	-1	9	-5	-1
Cc1cccc(-n2cnc3cc(C(=O)N4CCCCC4)ccc32)c1	2	3	3	-8	3.2	-3	8	-3	-1
COc1ccc(OC)c(NS(=O)(=O)c2ccc(NC(=O)c3ccc(NS(C)(=O)=O)cc3)cc2)c1	3	14	1	-9	2.5	-2	12	-1	0
COc1cc(C(C(=O)NC2CCCCC2)N(C(=O)Cc2c[nH]c3ccccc23)c2ccccc2C)cc(OC)c1OC (stereo not given)	0	22	6	14	0.8	3	2	0	2
Cc1cc(NC(=O)CSCC(=O)N2CCN(c3cccc(C)c3C)CC2)no1	0	4	/	/	2.2	9	12	-3	/
Cc1c(NC(=O)/C(C#N)=C/c2c(N3CCCCC3)nc3ccccn3c2=O)c(=O)n(-c2ccccc2)n1C	1	3	-4	4	-1.9	0	0	2	13
O=C(Nc1ccccc1)c1ccccc1OS(=O)(=O)c1ccccc1	0	17	8	-8	1.5	7	-11	-2	-4
CC(=O)c1c(-c2ccccc2)c2cc(Cl)ccc2[nH]c1=O	0	3	-17	-7	2.8	-2	6	4	0
CCc1ccc(-c2cc(C)no2)cc1S(=O)(=O)N1CCN(c2cc(C)ccc2C)CC1	0	0	8	-3	0.9	7	1	-2	1
Cc1cc(C(=O)CCl)c(C)n1-c1cccc([N+](=O)[O-])c1	0	9	9	-6	0.8	-9	-4	-4	12
CCNc1nc2nonc2nc1NCC	2	-1	-7	1	0.8	-1	8	-5	-3
CCCCCCCc1ccc(-c2ccc(O)cc2)nc1	5	2	9	0	6.0	-1	-1	1	-1
O=c1cc(O)c2c(=O)n(-c3ccccc3)c3c(c2o1)CCCCC3	1	11	7	2	-2.0	3	-8	15	2
Clc1cccc(Cl)c1-c1nnc2cccc(Cl)n12	1	7	0	-6	-1.9	-2	1	-2	-2
O=C(O)c1c(Cl)c(Cl)c(Cl)c(Cl)c1C(=O)N1CCOCC1	19	11	-1	9	-2.5	-8	6	-1	5
CN(C)S(=O)(=O)c1cc(NC(=O)CN2CCN(c3ccccc3O)CC2)ccc1Cl	2	1	6	-6	-0.7	-1	20	-2	0
CC(C)S(=O)(=O)c1csc(C(=O)Nc2ccc(F)cc2)c1N	1	7	3	-8	-0.8	5	9	-8	-3
N=C1SC(c2ccccc2)C(=O)N1c1ncc(Cc2ccccc2)s1 (stereo not given)	0	8	20	0	-1.4	-2	-8	6	-1
O=C(O)Cc1ccc(NC(=O)C2CCCCC2C(=O)O)cc1 (stereo not given)	0	15	-5	-8	1.1	-6	3	-5	-2
Nc1nc(-c2ccco2)nn1S(=O)(=O)c1ccccc1	0	7	-9	-16	-2.9	-3	-4	2	-1
CN(C)C=NC(=O)/C(C#N)=C/c1ccccc1	0	1	-5	12	1.2	1	2	-1	-3
CCOC(=O)c1cc(-c2ccccc2)sc1NC(=O)COC(=O)c1cccc(S(N)(=O)=O)c1	2	-4	34	-7	0.3	8	3	19*	2
Cc1ccc(OCC(=O)Nc2ccccc2N2CCCC2)c(C)c1	0	4	-5	-3	4.9	5	-2	1	-1
c1coc(-c2nc3nc4ccccc4nc3n2CC2CCCO2)c1 (stereo not given)	0	-14	1	9	5.0	-5	-14	2	-13
Cc1ccc(S(=O)(=O)N(NC2=NS(=O)(=O)c3ccccc32)C(=O)c2ccccc2)cc1	1	9	-2	-16	-0.9	-5	-8	-4	-5
O=C(OCc1cn(Cc2ccccc2)nn1)c1ccccc1	0	10	-14	0	2.3	-10	2	0	-3
CO/N=C/NC(=O)N1OC[C@@H]2COc3ccc4ccccc4c3[C@@H]21	0	12	-1	1	3.0	-6	6	-3	2
COc1cc(CN(C)Cc2cc(=O)oc3cc(C)c(Cl)cc23)ccc1OC(F)F	0	2	-1	71	3.1	-4	-3	2	1
Cc1cc(NC(=O)c2cccc(S(=O)(=O)N3CCOCC3)c2)no1	2	-1	-4	-13	0.1	-10	2	-5	4
Cc1ccc(NC(=O)COC(=O)Cn2cnc3c2c(=O)n(C)c(=O)n3C)c(Cl)c1	4	15	0	-5	-1.0	5	6	-3	3
O=C(c1ccccc1)N1CCCCC(Sc2nnc3ccccn23)C1=O (stereo not given)	5	1	-1	4	1.2	8	-4	1	-3
CCOC(=O)c1nn(-c2ccccc2)c(-c2ccccc2)c1C(=O)c1ccccc1	0	0	12	9	1.9	3	2	1	5
CSc1nc2ncnc(N)c2[nH]1	0	-8	0	3	1.8	3	11	-2	-7
O=C(COC(=O)Cc1ccc(Br)cc1)NC1CCCCCC1	3	3	0	-3	-4.0	2	-2	-1	-5
CNC(=S)NNC(=O)Cn1ccc(C)n1	0	9	-4	0	2.0	1	5	-2	1
COc1ccc(CN(C)C(=O)Cc2c[nH]c3ccccc23)cc1	2	-3	1	-5	1.2	0	-1	2	-1
O=C(Nc1ccc(SC(F)F)cc1)C1=CC=CN2CCS(=O)(=O)N=C12	0	3	/	-2	1.7	3	-2	0	/
CCOCCCNS(=O)(=O)c1ccccc1	0	6	3	1	3.5	6	-1	-2	-2
CC1(C)Cc2c(sc(NC(=O)C(C)(C)C)c2C#N)C(C)(C)N1	0	6	2	-3	1.4	-5	-4	-1	2
CN(CC(=O)Nc1ccccc1Cl)CC(=O)N1CCc2ccccc21	0	15	/	2	1.2	-8	6	0	/
COc1ccc(S(=O)(=O)NC2(C(F)(F)F)NC(=O)N(CCc3ccc(OC)c(OC)c3)C2=O)cc1 (stereo not given)	0	-7	2	19	0.6	2	-7	4	0
CCN(CC)CCCNC(=O)C1c2ccccc2Oc2ccccc21	1	0	-2	0	0.8	-6	11	2	2
Cc1ccc(OCC(=O)N(Cc2ccc(N(C)C)cc2)C2CCS(=O)(=O)C2)cc1C (stereo not given)	4	1	2	3	-2.6	-1	5	-4	3
CCCn1cc(CN2CCC(n3nccc3NC(=O)c3ccccc3)CC2)c(C)n1	0	-15	8	15	2.6	-3	0	-4	-3
CSc1ncccc1C(=O)N1CCCC(N2CCN(c3ccccc3F)CC2)C1 (stereo not given)	0	-3	-5	-6	0.2	-10	-2	-3	-1
COc1ccc(CCNC(=O)CCCn2c(=O)c3cccn3c3cccnc32)c(OC)c1	0	4	0	-2	0.1	0	4	-2	5
Cc1ccc(-c2nnc(CCC(=O)N(C)Cc3nccs3)o2)s1	1	-1	-1	-6	1.8	3	-2	2	-2

Grouped by structure, the entries above with a thiophene ring, fused or not
SMILES	GRK2 aptamer HTS	VLA-4 inh	HCV core dimer	GASC-1 inh	PP5 primary	procasp3 activ	procasp7 counter	PP1 counter	Fh CTSL1 inh
CC(C)S(=O)(=O)c1csc(C(=O)Nc2ccc(F)cc2)c1N	1	7	3	-8	-0.8	5	9	-8	-3
CCOC(=O)c1cc(-c2ccccc2)sc1NC(=O)COC(=O)c1cccc(S(N)(=O)=O)c1	2	-4	34	-7	0.3	8	3	19*	2
CC1(C)Cc2c(sc(NC(=O)C(C)(C)C)c2C#N)C(C)(C)N1	0	6	2	-3	1.4	-5	-4	-1	2
Cc1ccc(-c2nnc(CCC(=O)N(C)Cc3nccs3)o2)s1	1	-1	-1	-6	1.8	3	-2	2	-2

Compound activity from PubChem.
